sPLA2-III inh – Blocks human group III sPLA2 activity | Q9NZ20 | QFRET BODIPY PC-A2 liposome hydrolysis, fluorescence | inhibition, % at 12.2 µM | 370,000 compounds, 0.56% hits;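 active = inhibition above mean plus 3 SD of compounds lying within the high and low control bounds, cut at about 19% in these data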;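 also: 0% = median of test compound wells and 100% = no enzyme DMSO wells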
rCAG RNA binder – binds r(CAG) RNA repeats; r(CAG) RNA repeat, TO-PRO-1 dye displacement fluorescence; inhibition, % at 3 µM; 370,000 compounds, 1.3% hits; AID 651821;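 active = inhibition above the plate cutoff, the mean of all test compounds on that plate plus 3 SD, cut at about 35% in these data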;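 also: 0% = DMSO alone and 100% = 100 µM mitoxantrone as full dye displacement; higher means more dye released from RNA so lower well fluorescence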
proKLK7 act – proKLK7 (human) activation, primary screen; P49862; purified proKLK7, EDANS-DABCYL substrate fluorescence; 100% is mature enzyme control, 0% vehicle; activation, % at 7 µM; 370,000 compounds, 0.9% hits; AID 652039;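 active = activation above the mean of all tested compounds plus 3 SD, computed per campaign excluding outliers beyond control limits, cut at about 13% in these data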
Target sequence (P49862 whole entry, looked up): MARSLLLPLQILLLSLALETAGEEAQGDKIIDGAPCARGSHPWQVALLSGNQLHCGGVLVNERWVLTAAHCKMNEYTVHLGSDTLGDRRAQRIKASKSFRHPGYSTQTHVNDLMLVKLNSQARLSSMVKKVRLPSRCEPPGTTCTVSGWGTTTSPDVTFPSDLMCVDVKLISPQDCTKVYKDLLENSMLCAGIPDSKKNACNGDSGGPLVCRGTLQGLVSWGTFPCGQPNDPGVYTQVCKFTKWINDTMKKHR
NPR2 activator – GC-B (human) receptor activation; P20594; HEK293-GC-B cells, CNP EC30, cGMP TR-FRET; 0% at EC30 CNP, 100% saturating CNP; activation, % at 10 µM; 370,000 compounds, 0.11% hits; AID 1920062;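 active = activation at 10 µM reaching about 35% in either raw or pattern-adjusted values, limit read from the data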
NPR1 activator – GC-A (human) enzyme activation | HEK293 GC-A cells, cGMP TR-FRET, EC30 ANP; 0% at EC30 ANP, 100% saturating ANP | P16066 | 370,000 compounds, 0.14% hits | AID 1671463 | activation, % at 10 µM; in the data active = activation above about 40%
ARFGAP1 inh – inhibits rat ARF GTPase activating protein 1; Q62848; Arfgap1-stimulated ARF1 GTP hydrolysis, GDP FP detection; inhibition, % at 16.5 µM; 360,000 compounds, 0.26% hits; AID 651572;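 active = inhibition above a per-plate limit, mean inhibition of low control wells plus 3 SD, cut at about 25% in these data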;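 also: 0% = DMSO wells with enzyme and 100% = wells lacking Arfgap1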
Target sequence (Q62848 1-136 limits assumed): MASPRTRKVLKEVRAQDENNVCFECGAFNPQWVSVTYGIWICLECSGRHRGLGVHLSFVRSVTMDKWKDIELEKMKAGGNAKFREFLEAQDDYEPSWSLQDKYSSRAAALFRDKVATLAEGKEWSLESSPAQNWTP
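material = rat Arfgap1 catalytic domain, aa 1-136 | also added = human ARF1(Δ1-17)-GTP substrate | compound dosing = one concentration, 16.5 µM, DMSO 1.26% | times = GTP hydrolysis reaction 2 h at 25 °C | measured by = FP, GDP Alexa 633 tracer displaced from anti-GDP antibody, 620/688 nm | evaluation = percent inhibition of Arfgap1-stimulated GTP hydrolysis | replication = single well per compound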
GAA850 FXN act – increases GAA850 frataxin promoter reporter activity | HEK293 lucGAA850 FXN promoter luciferase reporter, 24 h; percent of 10 µM SAHA response | AID 540364 | activation, % at 6 µM | 360,000 compounds, 0.56% hits;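 active = activation above the average of all compounds screened plus 3 SD, cutoff fixed separately per campaign, cut at about 7.5% in these data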;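 also: 0% = DMSO wells and 100% = 10 µM SAHA wells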
ASAP1 GAP inh – inhibitors of human ASAP1 ArfGAP activity. 360,000 compounds, 0.19% hits. ASAP1-stimulated ARF1 GTP hydrolysis, GDP FP detection. inhibition, % at 16.5 µM; in the data active = inhibition above about 25%;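 also: 0% = vehicle with enzyme and substrate and 100% = no enzyme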
DDE Tn6 FP inh – inhibitors of Tn6 peptide binding to human fibrin DD(E) | inhibition, % at 8.3 µM | 370,000 compounds, 0.21% hits | P02675 | Fibrin DD(E) TRITC-Tn6 fluorescence polarization displacement;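 active = inhibition above a per-campaign cutoff: mean of compounds within control limits plus 3 SD, cut at about 15% in these data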;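 also: 0% = median of all compound wells on the plate and 100% = blocking peptide control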
ADAM10 inh – ADAM10 inhibition, QFRET primary screen; inhibition, % at 7 µM; recombinant ADAM10, EDANS/DABCYL FRET peptide cleavage, 3 h; 370,000 compounds, 0.62% hits;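 active = inhibition above a per-campaign cutoff equal to the mean of compounds falling between control-based bounds plus 3 SD, cut at about 20% in these data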;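 also: 0% = DMSO wells while the 100% control is not disclosed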
Target sequence (O14672 214-748 limits assumed): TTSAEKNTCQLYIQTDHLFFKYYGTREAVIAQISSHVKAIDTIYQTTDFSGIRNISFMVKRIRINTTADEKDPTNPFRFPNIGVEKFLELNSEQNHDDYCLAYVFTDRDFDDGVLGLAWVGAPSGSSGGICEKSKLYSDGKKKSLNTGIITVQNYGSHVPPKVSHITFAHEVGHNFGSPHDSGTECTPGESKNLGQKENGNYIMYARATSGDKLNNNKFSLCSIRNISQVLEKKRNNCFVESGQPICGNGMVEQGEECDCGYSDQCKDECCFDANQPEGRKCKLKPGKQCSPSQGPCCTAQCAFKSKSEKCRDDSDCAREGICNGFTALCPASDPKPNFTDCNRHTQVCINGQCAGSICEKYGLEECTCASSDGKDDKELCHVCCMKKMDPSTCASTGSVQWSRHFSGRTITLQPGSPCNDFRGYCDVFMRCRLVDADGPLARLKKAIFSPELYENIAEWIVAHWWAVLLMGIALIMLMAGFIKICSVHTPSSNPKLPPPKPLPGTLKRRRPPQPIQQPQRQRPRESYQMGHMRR
Numbers without * were called inactive; . = not tested or not shown. Rows were taken by chance (roughly 4.5% active in at least one column).

canonical_smiles	NPR1 activator	sPLA2-III inh	ASAP1 GAP inh	ADAM10 inh	proKLK7 act	rCAG RNA binder	GAA850 FXN act	NPR2 activator	DDE Tn6 FP inh	ARFGAP1 inh
COC(=O)[C@@H](NCc1cccc(CN[C@H](C(=O)OC)c2ccccc2)c1)c1ccccc1	-5	-4	5	-7	0.5	-11	-1.1	-10	-5	2
CCCn1nc(NC(=O)c2ccco2)c2cc3ccccc3nc21	-1	-4	11	-107	2.2	9	2.3	-1	-2	9
CC(C)c1ccc(NC(=O)C(c2ccccc2)N(C)C(=O)c2cnccn2)cc1 (stereo not drawn)	0	0	2	1	0.2	-3	0.2	4	1	-4
COc1ccccc1OCC(=O)NNC(=O)CCCC(=O)NNC(=O)COc1ccccc1OC	-2	-3	3	2	-0.3	-2	-0.9	5	-5	3
Cc1cc(F)ccc1NC(=O)c1cnccn1	3	5	2	-4	0.8	-2	1.4	2	0	19
O=C(OCC(=O)c1ccc(Cl)cc1Cl)c1cnccn1	4	-1	-5	-5	0.0	-2	1.1	-2	3	11
Cc1ccc(C(O)c2ncc(-c3ccc4ccccc4c3)[nH]2)cc1F (stereo not drawn)	-1	-14	-1	-18	-0.2	6	0.3	-5	4	12
CN(Cc1cccc(F)c1)CC(O)COCc1ccccc1Cl (stereo not drawn)	1	1	-9	10	-0.1	-10	1.9	3	-2	3
O=C(CSc1nnc(-c2ccco2)o1)Nc1cccc([N+](=O)[O-])c1	-4	6	2	-9	0.4	0	0.7	-4	-2	-8
COC(=O)c1cc(=O)n(CCc2ccccc2)c(=Nc2ccc(F)cc2)s1	-4	2	1	2	0.8	2	0.4	-9	1	-3
Cc1cccc(NC(=O)CCN2CCCC(C)C2)c1 (stereo not drawn)	1	3	9	-5	0.0	-2	3.2	-7	0	8
Cc1cccc(-n2nc3c(c2NC(=O)C2CC2)CS(=O)(=O)C3)c1C	1	1	4	-1	0.8	1	1.1	-1	3	-6
CC(=O)Nc1nc(-c2cccs2)cs1	14	4	0	-11	-0.2	1	2.2	5	-3	1
Cc1noc(C)c1S(=O)(=O)N1CCCC(C(=O)Nc2ccc(Cl)cn2)C1 (stereo not drawn)	-4	-3	13	3	0.2	-3	2.5	0	-1	2
O=c1[nH]c2ccccc2n2c(C(F)(F)F)nnc12	-1	20*	-5	-43	-6.0	4	-0.6	-5	-3	0
O=C(NC1CCSc2ccccc21)c1ccccc1Cl (stereo not drawn)	2	2	-4	-13	-0.5	-1	2.7	-2	-4	11
COc1cccc(/C=N/NC(=O)CNC(=O)c2ccc(S(=O)(=O)N3CCOCC3)cc2)c1OC	-5	3	1	-47	0.7	-3	-0.3	4	6	5
CCOC(=O)Cn1cc([N+](=O)[O-])c(OC)n1	1	3	0	3	0.2	-1	1.8	0	2	19
O=C(N/N=C\c1cc2c(cc1[N+](=O)[O-])OCO2)c1cccs1	-2	-4	15	-2	-0.1	4	2.0	4	-3	-2
Cc1ccc(OCC(=O)NC(C)c2ccc(Cl)c(Cl)c2)c([N+](=O)[O-])n1 (stereo not drawn)	-2	-3	0	-2	-0.4	1	3.3	-1	0	7
Fc1ccc(CSc2nsc(SCc3ccc(F)cc3)n2)cc1	2	-1	4	-4	-0.4	2	3.1	5	-7	4
Cc1c(NC(=O)c2ccc3c(c2)OCO3)cccc1-c1nc2ccccc2s1	-3	7	2	0	-0.6	0	-0.5	1	-3	7
Clc1ccccc1OCc1nn[nH]n1	1	0	1	-2	-0.4	-3	-1.2	-6	1	-2
O=C(Nc1nc(-c2cccs2)c(C(=O)C(F)(F)F)s1)c1ccccc1	5	-7	-6	-10	0.4	14	-0.5	1	-4	1

Four records drawn at random from those above, as already listed:
canonical_smiles	NPR1 activator	sPLA2-III inh	ASAP1 GAP inh	ADAM10 inh	proKLK7 act	rCAG RNA binder	GAA850 FXN act	NPR2 activator	DDE Tn6 FP inh	ARFGAP1 inh
CCOC(=O)Cn1cc([N+](=O)[O-])c(OC)n1	1	3	0	3	0.2	-1	1.8	0	2	19
O=c1[nH]c2ccccc2n2c(C(F)(F)F)nnc12	-1	20*	-5	-43	-6.0	4	-0.6	-5	-3	0
Clc1ccccc1OCc1nn[nH]n1	1	0	1	-2	-0.4	-3	-1.2	-6	1	-2
O=C(Nc1nc(-c2cccs2)c(C(=O)C(F)(F)F)s1)c1ccccc1	5	-7	-6	-10	0.4	14	-0.5	1	-4	1

(listing goes on)
canonical_smiles	NPR1 activator	sPLA2-III inh	ASAP1 GAP inh	ADAM10 inh	proKLK7 act	rCAG RNA binder	GAA850 FXN act	NPR2 activator	DDE Tn6 FP inh	ARFGAP1 inh
Cc1nn(Cc2ccccc2Cl)c(Cl)c1/C=C/C(=O)OCC(=O)NC1CCS(=O)(=O)C1 (stereo not drawn)	5	-6	-2	0	-0.8	-6	0.8	5	-1	-8
N#Cc1ccc(Oc2ccc(C#N)c(C#N)c2)cc1C#N	9	4	-1	-18	-0.4	0	-3.1	-3	-7	-1
COCCOc1ccc(C(F)(F)F)cc1NC(=O)CN1C(=O)NC(C)(c2ccc3c(c2)OCO3)C1=O (stereo not drawn)	-7	-35	-6	18	-0.1	-2	-1.6	3	-4	18
CCSc1ccc(-c2cc(NC=O)c3ncc(-c4cccc(C(=O)NCCN(C)C)c4)n3c2)cc1	-10	-23	13	-17	0.4	10	-1.6	-2	-17	20
Cn1cc(/C=C2\SC(=S)N(NC(=O)c3cccc(Cl)c3)C2=O)c2ccccc21	-7	-6	6	3	-0.1	3	-0.4	1	9	1
O=C(CSc1nnc(-c2ccncc2)n1-c1ccc(Cl)cc1)c1ccc(Cl)c(Cl)c1	-11	-32	.	-3	0.2	5	.	-10	9	.
CC(NC1c2ccccc2-c2ccccc21)c1ccccc1 (stereo not drawn)	-16	4	-20	4	0.2	-4	-0.4	1	1	-1
Cc1ccc(Oc2nc(-c3cccnc3)nc3ccccc23)c([N+](=O)[O-])n1	6	2	7	4	-0.2	-1	1.1	1	1	0
CCOc1cc(/C=N/N2CCN(Cc3ccccc3)CC2)ccc1O	-3	0	14	3	-0.3	-8	1.1	0	-2	-4
C#CCN(Cc1ccco1)C(=O)c1cc(COc2cccc3cccnc23)on1	4	-7	0	-13	1.4	0	2.0	3	-4	21
CCC1(C)Cc2c(sc3nc4n(c(=O)c23)CCCS4)CO1 (stereo not drawn)	-2	4	18	-35	-0.2	2	1.7	-9	-4	-7
CC(C)(C)c1ccc(-c2nnc(SCCN3C(=O)c4ccccc4C3=O)o2)cc1	-5	-4	-3	12	0.9	-6	2.0	-2	-5	-6

Part of the list above, limited to NPR2 activator and proKLK7 act:
Compound,NPR2 activator,proKLK7 act
CC(=O)Nc1nc(-c2cccs2)cs1,5,-0.2
Cc1noc(C)c1S(=O)(=O)N1CCCC(C(=O)Nc2ccc(Cl)cn2)C1 (stereo not drawn),0,0.2

Going on with the list.
canonical_smiles	NPR1 activator	sPLA2-III inh	ASAP1 GAP inh	ADAM10 inh	proKLK7 act	rCAG RNA binder	GAA850 FXN act	NPR2 activator	DDE Tn6 FP inh	ARFGAP1 inh
CC1(C)CC(=O)C=C(c2ccccc2-c2cccc(C(N)=O)c2)C1=O	0	10	1	-37	-0.5	2	.	2	1	2
CC(=O)Nc1ccc(S(=O)(=O)NC2(C(F)(F)F)C(=O)Nc3c2c(=O)[nH]c(=O)n3Cc2cccnc2)cc1 (stereo not drawn)	-2	6	-11	0	-0.5	-1	-0.1	0	3	-2
Cc1nnc(SCC(=O)NCCOc2ccc(Cl)cc2)n1-c1ccccc1	-22	-3	-4	-8	-0.1	-7	7.0	-30	-5	12
Cc1ccc(Nc2nc(-c3ccncc3)nc3ccccc23)cc1	0	9	-13	-15	-0.9	-2	1.6	-4	6	8
CC(C)(C)c1ccc(CC(=O)N2CCC2(C)C(=O)Nc2cccc3c2CCCC3)cc1 (stereo not drawn)	-2	-14	-2	14	-0.2	2	2.8	1	-1	-8
Oc1ccc(/C=N/Nc2ncc(Br)cn2)c(O)c1	-36	-3	10	7	-0.2	4	4.2	-25	-9	5
NNC(=O)c1nn(-c2ccc(Cl)cc2)ccc1=O	3	8	4	-6	0.0	6	-2.1	2	-3	0
Cc1ccc(CN2CCN(/N=C/c3cccnc3)CC2)cc1	5	1	-3	-7	-0.1	-8	1.2	4	-3	-5
O=C(COC(=O)c1ccc(Cl)c(S(=O)(=O)N2CCCCC2)c1)NCC1CCCCC1	1	-15	3	1	-0.5	3	1.7	2	5	3
Cc1cnc(C(=O)OCC(=O)c2ccc[nH]2)cn1	3	-1	-8	-2	-0.2	2	2.7	3	-4	13
CCOC(=O)CC(=O)CSc1nc(C)cc(C)c1C#N	-1	-4	3	-71	41*	-1	0.4	-2	3	0
CC(C)C/C=C1\CCc2c([nH]c3ccccc23)C1=O	9	-11	-15	-8	0.3	-1	1.8	-2	-1	4

Three compounds out of the list above, sorted by their value in NPR2 activator, high to low.
Compound,NPR2 activator
Cc1ccc(CN2CCN(/N=C/c3cccnc3)CC2)cc1,4
Cc1cnc(C(=O)OCC(=O)c2ccc[nH]2)cn1,3
CC(C)(C)c1ccc(CC(=O)N2CCC2(C)C(=O)Nc2cccc3c2CCCC3)cc1 (stereo not drawn),1

As entered above.
Oc1ccc(/C=N/Nc2ncc(Br)cn2)c(O)c1 | sPLA2-III inh = -3
Cc1ccc(Nc2nc(-c3ccncc3)nc3ccccc23)cc1 | GAA850 FXN act = 1.6

Source: PubChem
